Screening data (PubChem BioAssay)
BRCA1 expr act: BRCA1 expression activation. MCF7-BRCA1-FFLuc reporter, luminescence, 48 h; response scale: scaled: vehicle 0%, 10 µM genistein 100%. AID 624202. Potency, µM (highest dose often 46.1 µM), without a hit: at the highest dose activation, most hits filed as activators. hit rate 1.1% among 380,000; further: potency means the concentration at half of the fitted maximal effect; nearly all actives have a fitted effect of over 80% in size; some results filed as inactive show a strong effect at the top dose
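MCF7-BRCA1-FFLuc cells, 2000/well in phenol-red-free MEM, attached 2 h then treated 48 h at 37 C. Luciferase luminescence read 15 min after reagent; normalized to genistein maximum activation (10microM) and DMSO, concentration-response fitted.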
TRPV1 ag: human TRPV1 agonism; Q8NER1; activation, % at 8.33 µM; TRPV1-expressing cells, Fluo-8 calcium influx, agonist mode; hit rate 0.19% among 320,000; in the data active means activation above about 80%; inconclusive means between about 30% and that limit; further: 0% is about no effect
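Cells expressing TRPV1 were dye-loaded with Fluo-8 and read kinetically: 10 s baseline, 3 min after compound (agonist portion), then 2 min after EC20 capsaicin (allosteric enhancer portion). Calcium-bound dye fluorescence at 480/520 nm.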
TCR act: activators of T cell receptors; primary human leukocytes, anti-CD3, IL-2 HTRF, 48 h; Potency, µM (titrated, usually from 9.22 µM), for inactives: at the highest dose activation of IL-2 secretion, usual class: activators; 330,000 tested, under 10 active; AID 504894; further: % of control where 0% means no effect
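Human primary leukocytes + a-CD3 beads + cpd, 48 hr; IL-2 in supernatant by HTRF (ex 320nm / em 665nm). No co-stimulatory signal supplied.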
PTAP TSG101 blk: blocks PTAP/TSG101 interaction to inhibit HIV-1 budding | Fluorescence polarization, FITC-PTAP peptide / Tsg101 binding | Potency, µM (series often up to 115 µM), without a hit: at the highest dose activity change, negative = inhibition, hits mostly inhibitors | Q99816 | 340,000 tested, under 10 active | AID 493005; active means well fitted inhibition curve with a large enough effect in the main read-out, with a control signal flat, not every such curve was filed as active; inconclusive means small, poorly fitted or top-dose-only effect, or effect the other way, or a change in a side signal; inactive means no such curve, though single readings can be large or run the other way; further: potency means the concentration at half of the fitted maximal effect; % of control where 0% means no effect
Target sequence (Q99816 whole entry, looked up): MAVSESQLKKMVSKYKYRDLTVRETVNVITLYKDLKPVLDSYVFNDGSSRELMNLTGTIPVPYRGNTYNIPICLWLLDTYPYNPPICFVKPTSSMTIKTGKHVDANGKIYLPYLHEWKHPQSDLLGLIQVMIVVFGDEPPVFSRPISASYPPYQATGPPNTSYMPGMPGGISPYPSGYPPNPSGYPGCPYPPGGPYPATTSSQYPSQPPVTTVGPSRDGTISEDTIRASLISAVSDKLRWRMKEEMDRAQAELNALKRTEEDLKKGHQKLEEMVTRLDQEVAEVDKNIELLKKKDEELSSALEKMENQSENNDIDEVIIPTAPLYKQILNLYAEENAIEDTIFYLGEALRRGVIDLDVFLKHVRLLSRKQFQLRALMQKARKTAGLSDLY
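Fluorescence polarization binding of Tsg101 binding domain (10 uM final) to FITC-labeled PTAP peptide (50 nM final) in HEPES pH 7.5 buffer with NaCl, Tween 20, EDTA, TCEP. Compounds added before peptide; binding 20 min at RT.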
ELG1 DNA repair: blocks ELG1-dependent DNA repair in HEK293T cells; Potency, µM (doses to about 46.1 µM), without a hit: top-dose activity change, negative = inhibition, most hits filed as inhibitors; HEK293T ELG1-luciferase reporter, luminescence, 16 h; DNA damage induced by 5-fluorouridine; hit rate 2.3% among 330,000; further: potency means the concentration at half of the fitted maximal effect; on the % scale 0 is the no-effect control and ±100 the full control effect; nearly all actives have a fitted effect of over 55% in size
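Step one: seed 2,000 cells per well. Step two: pin-transfer compound or DMSO alongside 5-fluorouridine. Step three: incubate 16 hr, 37 °C, 5% CO2. Step four: add ONE-Glo, wait 30 min, read luminescence.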
CXXC DNA block: MLL CXXC-DNA interaction inhibition; MLL-CXXC / FITC-HOXA9 DNA fluorescence polarization; Potency, µM (top dose mostly 115 µM), for inactives: at the top dose activity change, negative = inhibition, actives largely listed as inhibitors; hit rate 0.037% among 290,000; active means well fitted inhibition curve with a large enough effect in the polarisation, with a control signal flat, not every such curve was filed as active; inconclusive means small, poorly fitted or top-dose-only effect, or effect the other way, or a change in a side signal; inactive means no such curve, though single readings can be large or run the other way; the % refers to the polarisation; further: potency means the concentration at half of the fitted maximal effect
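Steps: dispense CXXC domain solution (7 uM) → pin compounds or unlabeled HOX-A9 DNA control → 5 min ambient → add FLSN-HOX-A9 solution (50 nM) → spin → 30 min ambient → fluorescence polarization. Tris pH 7.5/NaCl/DTT/BSA buffer.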
p53 reactivation: re-activators of mutant p53 | H1299 p53-A138V BP100-luciferase reporter, luminescence, 24 h | hit rate 0.063% among 320,000 | Potency, µM (titrated, usually from 92.2 µM), for inactives: top-dose activity change, positive = activation, hits mostly activators; further: potency means the concentration at half of the fitted maximal effect; % of control where 0% means no effect; nearly all actives have a fitted effect of over 45% in size
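H1299 (p53-null), stable ts p53-A138V + BP100-Luc; 1000 cells/well, Opti-MEM/10% FBS; cpd 4 pt, 1:5; 24 h, 37 deg C, 5% CO2; detection reagent 10 min RT; luminescence.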
B2AR arrestin: agonists driving beta-arrestin recruitment to human beta2-adrenergic receptor; P07550; beta-arrestin recruitment to beta2AR, cell-based reporter; Potency, µM (doses to about 46.1 µM), inactives show at the highest dose activation, hits mostly activators; hit rate 0.02% among 330,000; AID 492947;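 further: potency means the concentration at half of the fitted maximal effect; 0% = DMSO controls and full agonism = EC100 isoproterenol or metaproterenol; nearly all actives have a fitted effect of over 65% in size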
Target sequence (P07550 whole entry, looked up): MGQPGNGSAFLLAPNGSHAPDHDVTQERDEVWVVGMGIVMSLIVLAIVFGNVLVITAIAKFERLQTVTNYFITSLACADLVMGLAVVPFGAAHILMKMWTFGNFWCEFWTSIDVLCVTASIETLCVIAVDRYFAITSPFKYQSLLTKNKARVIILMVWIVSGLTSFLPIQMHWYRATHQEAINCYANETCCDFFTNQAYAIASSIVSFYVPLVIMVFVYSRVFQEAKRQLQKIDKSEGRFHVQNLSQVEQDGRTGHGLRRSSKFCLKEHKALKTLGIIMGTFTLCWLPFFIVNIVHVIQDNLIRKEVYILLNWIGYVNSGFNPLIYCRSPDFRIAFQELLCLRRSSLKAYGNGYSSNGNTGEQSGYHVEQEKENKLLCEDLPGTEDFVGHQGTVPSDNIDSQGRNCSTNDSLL
A-T KAP1 phos: potential ataxia-telangiectasia treatments restoring KAP-1 phosphorylation; […] A-T fibroblasts, KAP-1 phosphorylation AlphaLISA; neocarzinostatin DNA damage 30 min before lysis; Potency, µM (series often up to 57.5 µM), without a hit: at the top dose activation, usual class: activators; hit rate 0.19% among 320,000; further: potency means the concentration at half of the fitted maximal effect; % of control where 0% means no effect; nearly all actives have a fitted effect of over 45% in size
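ATM-like activity read as KAP-1 phosphorylation via AlphaLISA donor/acceptor antibody pairs after lysis and 6 hr at 25C. Cells were ATM-null patient fibroblasts ([…], hTERT), dosed 60 min, then exposed to the DSB inducer NCS for 30 min.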
a7 integrin act: activates integrin-mediated alleviation for muscular dystrophy; Potency, µM (titrated, usually from 38.3 µM), without a hit: at the highest dose activation, actives largely listed as activators; alpha7betagal myoblasts, beta-gal FDG fluorescence, 48 h; AID 624291; hit rate 0.064% among 350,000;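 further: potency means the concentration at half of the fitted maximal effect; 100% = response of the positive control SU9516; nearly all actives have a fitted effect of over 60% in size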
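alpha7betagal+/- myoblasts (passage 13, 250/well) treated 48 h at 37C with compounds at 1:260 dilution of DMSO stock. Lysed, then beta-galactosidase activity read as FDG fluorescence (ex 480/em 540) after 30 min, with pre-read for autofluorescence.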
* hit, by the source's call; u = inconclusive; x = not tested or not shown; [ ] = another dose, or the depositor's remark. Unless noted, the call rests on the fitted dose curve; in most records, active means well fitted curve in the direction sought with a large enough effect; inconclusive means small, poorly fitted or top-dose-only effect, or another doubt; inactive means no such curve, though single readings can be large; an effect the other way counts as inactive or inconclusive.

Fields – TCR act | CXXC DNA block | a7 integrin act | TRPV1 ag | ELG1 DNA repair | B2AR arrestin | PTAP TSG101 blk | p53 reactivation | A-T KAP1 phos | BRCA1 expr act
[1] CCCn1c(=O)c(C(=O)Nc2cccc(C)n2)c(O)c2ccccc21
  -3% | 0% | 3% | -2 | u | -0.3% | -5% | u | 2% | -33%
[2] O=c1oc2ccc3ccccc3c2cc1-c1nc2ccccc2o1
  0% | x | -14% | x | x | x | -2% | x | x | -52%
[3] CCOC(=O)C1CCN(C(=O)CCc2c(C)nc3c(-c4ccc(F)cc4)c(C)nn3c2C)CC1
  2% | -10% | 10% | 0 | u | 0.3% | 0% | -1% | 14% | 3%
[4] O=C(c1noc2c1CCc1ccccc1-2)N1CCOCC1
  -8% | 13% | -7%[7.66 µM] | u | u | -0.1% | -4% | u | -2% | u
[5] CN1CCN(C2=C(Cl)C(=O)N(c3ccc(Cl)c(Cl)c3)C2=O)CC1
  -1% | -25% | -49%[inhibitor] | -1 | 0% | -0.3% | -4% | 11% | 3% | 0%
[6] COc1ccc(C(=O)Cn2nnc(-c3ccccc3NC(=O)c3ccco3)n2)cc1
  1% | 10% | u | -1 | u | 0.2% | -2% | -5% | 9% | -45%
[7] O=c1cc(N2CCN(c3ccccc3F)CC2)[nH]c(=O)n1-c1ccc(Br)cc1
  2%[46.1 µM] | 3% | 18% | u | -12% | -0.6% | -4% | 0% | 1% | 4%
[8] O=C(CCNS(=O)(=O)c1ccccc1C(F)(F)F)NNC(=O)c1csc(N2CCOCC2)n1
  -7% | x | 34% | 0 | -3% | -0.1% | -8% | 1% | -11% | -21%
[9] CCN1C(=O)[C@H]2[C@@H](c3ccc(C)cc3)N3C(=O)N(c4ccc(OC)cc4)C(=O)[C@@]3(C)[C@H]2C1=O
  -7% | -4% | 17% | -1 | 23% | -1.1% | -5% | x | 5% | 4%
[10] COc1cccc(C(=O)CN2CCN(S(=O)(=O)c3ccc(Br)cc3)CC2)c1
  2% | 3% | -17% | 4 | 0% | 7.2% | -4% | -3% | 1% | 0%
[11] CCOc1ccc(NC(=O)CN(C)C(=O)Cc2n[nH]c(=O)c3ccccc23)cc1OCC
  -5% | x | 41% | 4 | 5% | 0.1% | 0% | 2% | 9% | -6%
[12] COc1ccc(Nc2ncnc3sccc23)cc1OC
  4% | 16% | u | -3 | 12% | -1.1% | 3% | 4% | 2% | 14%
[13] O=C(c1ccc([N+](=O)[O-])cc1)n1nc(-c2ccccc2)nc1NCc1ccccc1
  -6% | 10% | 6% | -3 | u | -0.2% | 2% | u | 14% | 69%
[14] Cc1ccc(Cl)cc1N1CCN(C(=O)CCS(=O)(=O)c2ccc3c(c2)NC(=O)CO3)CC1
  -5% | 44%[activator] | 19% | u | u | -0.3% | -3% | -12% | 2% | -41%
[15] Cc1c(OCC(=O)NCC(O)c2ccccc2)ccc2c3c(c(=O)oc12)CCCC3 (stereo unspecified)
  -5% | 46%[activator] | 9% | -5 | u | 0.1% | -5% | 10% | 2% | -9%
[16] S=C(c1ccccc1)N1CCN(C(=S)c2ccccc2)CC1
  -4%[46.1 µM] | 5% | 25% | 1 | 1% | -1.7% | -1% | -4% | 2% | -51%
[17] O=C(CN1CCN(S(=O)(=O)c2ccccc2)CC1)Nc1ccc(Cl)cn1
  -4% | -2% | 12% | 0 | -15% | -0.5% | -3% | -29% | -3% | -5%
[18] Cc1cccc(NC(=O)CCC(=O)N/N=C/c2cc([N+](=O)[O-])ccc2O)c1
  -3%[46.1 µM] | 17% | 24% | 4 | u | -0.4% | 0% | u | 3% | -78%
[19] CCN1CCN(c2ccc(S(=O)(=O)N3CCOCC3)cc2NC(=O)/C=C/c2ccc(OC)cc2OC)CC1
  0% | x | -50%[inhibitor] | 2 | -10% | -0.1% | -1% | -7% | -4% | -15%
[20] Cc1cc(C)c(OCCN(C)C)c(Cl)c1
  -18% | 11% | -19% | 3 | 1% | -0.5% | 0% | 0% | 2% | 13%
[21] CCn1c(=O)c2cc(C(=O)NC(C)C)sc2c2ccccc21
  15% | -10% | 0% | u | u | -0.1% | -2% | 10% | 16% | -51%
[22] O=C(CCNC(=O)c1ccccc1Cl)Nc1ccc(S(=O)(=O)Nc2ncccn2)cc1
  x | -1% | -11% | -2 | 14% | 0.0% | 0% | 0% | -1% | -21%
[23] CCOC(=O)C(Cc1ccc(NC(=O)/C(=C/c2ccc(OC(C)=O)cc2)NC(C)=O)cc1)N1C(=O)c2ccccc2C1=O (stereo unspecified)
  -11% | 0% | -8% | 0 | -5% | 0.2% | -7% | -2% | -1% | -11%
[24] NNC(=O)CCCCCCCCCCOCCCCO
  -2% | -2% | -13% | 1 | u | -0.6% | -1% | 5% | 3% | -15%
[25] O=C(OC1CCCC1)c1ccc(Cl)cc1Cl
  -4% | x | 1% | x | x | x | -3% | x | x | -8%
[26] C/C(CC(=O)NCc1ccc(Cl)cc1)=N\NC(=O)Cc1ccccc1
  0%[46.1 µM] | -4% | 1% | -4 | 8% | -0.5% | 1% | -4% | -5% | 5%
[27] CCN(CC)CCC=C(c1cccs1)c1cccs1
  -12% | x | -9% | x | x | x | -1% | x | x | -29%
[28] O=C(CCC(=O)NC12CC3CC(CC(C3)C1)C2)NC1CCCCC1
  x | -4% | 5% | 8 | -4% | -0.1% | -4% | u | -2% | 12%
[29] COc1ccc(Cl)cc1NC(=O)CN(C)C(=O)Cc1ccc(-c2ccccc2)cc1
  2% | x | -53%[inhibitor] | 0 | 3% | 0.4% | 0% | 1% | 10% | 35%
[30] COC(=O)c1ccc(NC2c3ncccc3C(=O)N2Cc2cccs2)cc1 (stereo unspecified)
  -5% | -6% | 11% | u | 4% | 0.2% | -1% | 2% | 3% | 20%
[31] CC(C)OC(=O)c1nnn(-c2nonc2N)c1CN1CCc2ccccc2C1
  -15% | 2% | -16% | x | -13% | -0.8% | -5% | 11% | 5% | -28%
[32] CC(CNC(=O)CN1C(=O)C(=O)N(C2CCCC2)C1=O)c1ccccc1 (stereo unspecified)
  x | x | 16% | 0 | -6% | 0.1% | -3% | 13% | -3% | 3%
[33] CCOc1ccc(S(=O)(=O)NCCC(=O)NCCOc2ccccc2OC)cc1
  -4% | x | -31% | 0 | -12% | -0.1% | -1% | 2% | -2% | 7%
[34] CCn1nc(C)c(CN2CCN(Cc3ccc(OC)c(C)c3C)C(CCO)C2)c1C (stereo unspecified)
  4% | 6% | -45% | -1 | -18% | -1.0% | -3% | -2% | 3% | 2%
[35] Cn1c(=O)c2c3c(sc2n2c(SCc4ccccc4)nnc12)CCCC3
  -1%[46.1 µM] | -3% | x | 0 | -1% | -0.5% | x | -4% | -3% | x
[36] CC(C)c1ccc(S(=O)(=O)N2CCN(C(=O)CCNS(=O)(=O)c3ccccc3F)CC2)cc1
  0% | x | -10% | 0 | -5% | -0.1% | -3% | 1% | 8% | -27%
[37] CN1CCN(CCc2cn3ncc(C#N)c3nc2-c2ccc(F)cc2)CC1
  8% | -2% | u | 2 | 0% | -0.7% | 0% | -4% | 9% | 1%
[38] CC(=O)c1ccc(N2CCN(C(=O)CCCn3c(=O)[nH]c4ccccc4c3=O)CC2)cc1
  1% | 8% | -14% | 0 | -20% | -0.2% | 0% | -3% | 3% | -2%
[39] COc1cc(C#N)ccc1OCC(=O)Nc1cccc(S(=O)(=O)N2CCCC2)c1
  -1% | -4% | -1% | -1 | -27% | 0.0% | -7% | -3% | u | -29%
[40] Cc1cccc(OCc2nnc(SCC(=O)N3c4ccccc4CC3C)n2C)c1C (stereo unspecified)
  -2%[46.1 µM] | 9% | -38% | -1 | u | 3.8% | -2% | -4% | -8% | -43%
[41] CCCn1cc(CN2CCC(Cc3ccccc3)(C(=O)OCC)CC2)c(C)n1
  -1% | -8% | -6% | 4 | -10% | -0.4% | 2% | 1% | -3% | 0%
[42] COc1cc(OC)c(S(=O)(=O)N2CCOCC2)cc1S(=O)(=O)N1CCOCC1
  2% | -2% | -25% | -2 | 15% | -0.2% | -14% | 18% | 6% | -1%
[43] COc1ccc(C2CC(c3ccccc3)=NN2C(=O)COC(=O)C2(C)CC2(Cl)Cl)cc1 (stereo unspecified)
  -39% | -2% | 3% | 3 | u | 0.0% | -1% | -1% | 1% | -26%
[44] COc1ncnc2c1sc1nc(-c3ccccc3)c3c(c12)CCCC3
  11%[46.1 µM] | -3% | 4% | -3 | 5% | -0.3% | 0% | 3% | 8% | -11%
[45] Cc1nn(C)c2c(=O)c(=O)c2n(C)[nH]1
  -6% | -3% | -22% | 1 | 13% | -0.2% | -1% | -3% | -3% | -1%
